mIDH1 inhibitor: human IDH1 R132H inhibition | O75874 | IDH1-R132H enzyme, NADPH consumption, diaphorase/resazurin fluorescence | Potency, µM (highest dose often 76.6 µM), for inactives: top-dose activity change, negative = inhibition, most hits filed as inhibitors | 0.093% of 390,000 active; further: on the % scale 0 is the no-effect control and ±100 the full control effect; nearly all actives have a fitted effect of over 65% in size
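IDH1-R132H (0.5 ug/mL) preincubated 30 min with compound, then NADPH (0.016 mM) and alpha-KG (2 mM) added; 80 min at RT, pH 7.5. Remaining NADPH coupled via diaphorase/resazurin to fluorescence (540/590 nm); concentration-response curves normalized to no-enzyme control.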
Vif-APOBEC3F blk: Vif-A3F binding inhibition; HeLa A3F-eYFP + Vif (tagged APOBEC3F with the HIV-1 protein that degrades it), YFP fluorescence increase; Potency, µM (top dose mostly 46.1 µM), for inactives: at the top dose activity, negative = active; 0.2% of 390,000 active; further: % of control where 0% means no effect; nearly all actives have a fitted effect of over 65% in size
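HeLa cells stably expressing A3F-eYFP plus Vif, plated and incubated overnight at 37 deg C, then exposed to compounds overnight at 37 deg C. Blocked degradation read as raised yellow fluorescence (Ex 488/Em 500-530).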
TrxR1 substrate: substrates of rat thioredoxin reductase 1; 0.01% of 390,000 active; O89049; Potency, µM (highest dose often 114 µM), for the others: at the highest dose activity change, negative = substrate turnover; purified TrxR1 substrate turnover, NADPH consumption readout; further: on the % scale 0 is the no-effect control and ±100 the full control effect; nearly all actives have a fitted effect of over 50% in size
Target sequence (O89049 whole entry, looked up): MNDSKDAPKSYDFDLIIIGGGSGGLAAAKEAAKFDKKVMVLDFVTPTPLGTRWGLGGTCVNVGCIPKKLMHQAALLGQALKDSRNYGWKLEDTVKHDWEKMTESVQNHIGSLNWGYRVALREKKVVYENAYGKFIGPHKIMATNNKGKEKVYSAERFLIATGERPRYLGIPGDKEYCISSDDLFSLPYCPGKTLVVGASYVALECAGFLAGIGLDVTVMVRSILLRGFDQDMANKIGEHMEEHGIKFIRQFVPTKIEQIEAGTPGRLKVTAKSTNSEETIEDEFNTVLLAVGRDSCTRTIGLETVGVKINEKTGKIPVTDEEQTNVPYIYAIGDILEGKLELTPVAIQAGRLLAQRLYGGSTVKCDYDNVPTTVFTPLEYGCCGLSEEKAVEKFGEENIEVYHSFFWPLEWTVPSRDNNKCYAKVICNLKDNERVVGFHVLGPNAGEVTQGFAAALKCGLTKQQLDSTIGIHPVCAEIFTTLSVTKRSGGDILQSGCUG
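Rat TrxR1, dispensed at 90 nM, was prereduced with 400 uM NADPH (final) for 5 min at ~22 deg C, then incubated with compound 15 min before 400 uM selenite. A first-read NADPH fluorescence drop versus no-compound background flagged substrates.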
12-LOX inh: blocks human arachidonate 12S-lipoxygenase; 1.1% of 580,000 active; AID 1671190; P18054; Potency, µM (doses to about 108 µM), inactives show top-dose activity change, negative = inhibition, usual class: inhibitors; purified 12hLO, xylenol orange hydroperoxide absorbance; further: on the % scale 0 is the no-effect control and ±100 the full control effect
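Purified human 12hLO (150 nM final) in 25 mM Hepes, 0.01% Triton X-100, pH 7.0 was preincubated 15 min at room temperature with compound. Then 40 uM arachidonic acid was added, 30 min. Hydroperoxide was read by Fe-XO absorbance ratio 573/405 nm.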
RGS4 inh: human RGS4 inhibition. Transcreener GDP fluorescence polarization, RGS4-accelerated GTP hydrolysis. Potency, µM (top dose mostly 114 µM), without a hit: at the top dose activity change, negative = inhibition, actives largely listed as inhibitors. P49798. 0.039% of 390,000 active; further: on the % scale 0 is the no-effect control and ±100 the full control effect; nearly all actives have a fitted effect of over 75% in size; some results filed as inactive show a strong effect at the top dose
Target sequence (P49798 whole entry, looked up): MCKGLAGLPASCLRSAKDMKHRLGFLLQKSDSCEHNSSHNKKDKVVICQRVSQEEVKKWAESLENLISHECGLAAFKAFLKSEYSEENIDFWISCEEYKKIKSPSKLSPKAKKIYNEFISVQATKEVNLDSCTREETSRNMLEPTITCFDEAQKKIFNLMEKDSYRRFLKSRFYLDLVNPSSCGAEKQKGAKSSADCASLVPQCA
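MLSMR compounds (23 nl, pin-transferred) preincubated 10 min at room temperature with a 500nM (2x) first reagent, then RGS4 at 900nM (2x) plus Transcreener GDP mix added; fluorescence polarization (620/688 nm) read before and after 90 min at 30 °C.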
RXFP1 agonist: activates the human relaxin receptor RXFP1; Q9HBX9; HEK293T-RXFP1 cAMP TR-FRET, 30 min; response scale: percent of porcine relaxin response, buffer zero; Potency, µM (titrated, usually from 57.5 µM), for inactives: top-dose activation, usual class: activators; 0.3% of 370,000 active; further: on the % scale 0 is the no-effect control and ±100 the full control effect; nearly all actives have a fitted effect of over 60% in size; many of its hits are not listed in these tables
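HEK293T cells stably expressing RXFP1 were pretreated with the PDE4 inhibitor Ro 20174, exposed to compounds for 30 min at 37C, lysed, and cAMP was read by TR-FRET. Data normalized to buffer (basal) and 29 nM porcine relaxin (100%).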
Vif-A3G inh: blocks the Vif interaction with human APOBEC3G | Q9HC16 | HeLa A3G-eYFP + Vif (tagged APOBEC3G with the HIV-1 protein that degrades it), YFP fluorescence, overnight | Potency, µM (highest dose often 46.1 µM), without a hit: at the top dose activity, negative = active, actives largely listed as inhibitors | 0.076% of 410,000 active;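 further: on the % scale 0 is the no-effect control and ±100 the full control effect; nearly all actives have a fitted effect of over 60% in size; hits raise eYFP signal because A3G escapes Vif-driven loss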
Target sequence (Q9HC16 whole entry, looked up): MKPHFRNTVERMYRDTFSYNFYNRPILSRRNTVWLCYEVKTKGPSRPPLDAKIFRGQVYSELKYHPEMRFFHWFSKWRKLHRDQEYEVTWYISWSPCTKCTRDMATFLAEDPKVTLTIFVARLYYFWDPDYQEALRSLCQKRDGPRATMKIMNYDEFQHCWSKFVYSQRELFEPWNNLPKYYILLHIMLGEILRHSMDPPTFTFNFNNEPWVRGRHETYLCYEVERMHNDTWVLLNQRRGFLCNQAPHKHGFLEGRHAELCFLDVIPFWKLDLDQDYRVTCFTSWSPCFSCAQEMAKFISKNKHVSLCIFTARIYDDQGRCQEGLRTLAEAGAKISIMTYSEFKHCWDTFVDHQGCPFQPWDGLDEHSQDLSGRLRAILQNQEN
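HeLa cells stably expressing Vif and C-terminally eYFP-tagged A3G, seeded overnight at 37 deg C, then exposed to compound by pintool overnight at 37 deg C. Rise in yellow fluorescence (Ex 488/Em 500-530, Acumen) marks blocked Vif-driven A3G degradation.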
rTrxR1 inhibitor: blocks rat thioredoxin reductase 1 | AID 588453 | recombinant rTrxR1, NADPH fluorescence consumption, selenite substrate | Potency, µM (titrated, usually from 114 µM), for inactives: at the top dose activity change, negative = inhibition, usual class: inhibitors | 1% of 390,000 active | O89049; further: on the % scale 0 is the no-effect control and ±100 the full control effect; nearly all actives have a fitted effect of over 65% in size
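Rat TrxR1 (90 nM in the dispensed reagent) was pre-reduced with 400 uM NADPH for 5 min at room temperature, then incubated with compound for 15 min. After 400 uM selenite was added, NADPH fluorescence (Ex 340/Em 450 nm) was followed for 8 min.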
USP1-UAF1 inh: USP1/UAF1 (human) deubiquitinase inhibition; Potency, µM (titrated, usually from 57.1 µM), for inactives: at the highest dose activity change, negative = inhibition, most hits filed as inhibitors; O94782; 0.23% of 390,000 active; recombinant USP1/UAF1, Ub-Rhodamine cleavage fluorescence; AID 743255; further: on the % scale 0 is the no-effect control and ±100 the full control effect; nearly all actives have a fitted effect of over 60% in size; inactives centre near -12
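USP1/UAF1 complex at 1 nM was preincubated with compound for 15 min at room temperature, then Ub-Rho substrate (150nM final) was added. Fluorescence (480/540 nm) was read kinetically, 6 reads every 60 seconds.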
An asterisk follows results filed as active; u = inconclusive; x = no result given; [ ] = remark or other dose. The call rests on the fitted dose curve; in most records, active means well fitted curve in the direction sought with a large enough effect; inconclusive means small, poorly fitted or top-dose-only effect, or another doubt; inactive means no such curve, though single readings can be large; an effect the other way counts as inactive or inconclusive. Potency means the concentration at half of the fitted maximal effect.

Structure | TrxR1 substrate | Vif-APOBEC3F blk | RGS4 inh | mIDH1 inhibitor | USP1-UAF1 inh | rTrxR1 inhibitor | 12-LOX inh | RXFP1 agonist | Vif-A3G inh
O=C(COC(=O)c1cc(-c2cccs2)nn1-c1ccccc1)Nc1ccc(F)c([N+](=O)[O-])c1 | 0% | 3% | 19% | 8% | -2% | 41%[activator] | 13% | 0.1% | 2%
Cc1nc2ccccc2c2oc(C(=O)NCCCN3CCCC3=O)cc12 | 12% | -3% | -12% | 0% | -19% | 38%[activator] | 414%[activator] | 2.8% | -1%
CC(=O)c1ccc(OCc2cc(C(=O)N(C)C(C)c3ccon3)no2)cc1 (configuration not stated) | -9% | -1% | 0% | 1% | -8% | u | 7% | x | -1%
Cc1c(NC(=O)COC(=O)CCC(=O)c2ccc(Cl)cc2)c(=O)n(-c2ccccc2)n1C | 8% | -13% | u | -4% | -21% | 19%[57.1 µM] | -7% | -1.4% | -2%
CC(C)CN(C(=O)COC(=O)C1=COCCO1)c1c(N)n(Cc2ccccc2)c(=O)[nH]c1=O | -5% | u | 15% | 3% | -2% | -10% | -4% | 0.2% | -1%
C=CCN1C(=O)N(CC=C)c2cccc3cccc1c23 | -1% | 16% | 14% | 6% | -22% | 16% | 2% | 3.4% | -6%
O=C(Cc1ccc(F)cc1)NCc1ccc2c(c1)CCN2C(=O)c1ccc(F)cc1 | 6%[57.1 µM] | 9% | -34% | 6% | -16% | 9%[57.1 µM] | u | 4.0% | -2%
COC(=O)c1ccc(C2C(C(=O)c3ccco3)=C(O)C(=O)N2c2cc(C)on2)cc1 (configuration not stated) | -8% | 3% | 6% | 19% | u | u | u | 14% | 0%
O=C(Cc1ccccc1)NCCS(=O)(=O)N1CCN(c2cccc(Cl)c2)CC1 | -4% | -11% | -19% | 2% | -19% | 4% | u | -0.2% | -5%
COc1cccc(NC(=O)N2CCN(c3cccc(C)c3)C(C)C2)c1 (configuration not stated) | -3% | 0% | -11% | 2% | -21% | 4% | 0% | -4.1% | 2%
O=C(Cn1nc(-c2ccc3c(c2)OCCO3)ccc1=O)Nc1ccc(-n2cnnn2)cc1 | 3% | -1% | -23% | -1% | -18% | 13% | 3% | -1.6% | -1%
COc1ccc(CCNC(=O)Cn2c(=O)c3cccn3c3ccc(F)cc32)c(OC)c1 | -4% | 0% | 3% | 4% | -8% | 17% | u | -0.9% | 5%
Cn1nnc2cc(NC(=O)Nc3cccc(C(F)(F)F)c3)ccc21 | 17% | 1% | -4% | 0% | -17% | 43%[activator] | 302%[activator] | 14% | 0%
O=C(Cc1cccs1)N1CCN(S(=O)(=O)c2ccc(F)c(F)c2)CC1 | -5% | 0% | 12% | -3% | -12% | 1% | 387%[activator] | 0.5% | -8%
Cc1ccc(-c2cc(-c3ccccc3C)[nH]n2)c(O)c1 | -8% | 0% | -53% | 1% | -7% | -6% | u | 0.3% | -16%
Cc1ccc(-c2nc3cc(NC(=O)c4cc5ccccc5o4)ccc3o2)cc1Cl | 14% | 0% | 7% | 22% | 3% | 11% | 2% | 16% | 1%
CC(C)(C)CC(C)(C)N=C1NS(=O)(=O)c2cc([N+](=O)[O-])ccc21 | 8%[57.1 µM] | 2% | 28% | 3% | -8% | 27%[57.1 µM] | -1% | 3.5% | -10%
CC(=O)c1ccc(-c2ccc(/C=C(/Sc3n[nH]c(C)n3)C(=O)O)o2)cc1 | -5%[57.1 µM] | -23% | -60%[56.9 µM] | -7% | -24% | 6%[57.1 µM] | -9% | 1.5% | 0%
Cc1ccc(OCC(=O)N(Cc2sccc2C)C2CCS(=O)(=O)C2)cc1 (configuration not stated) | 2% | x | 0% | x | -21% | 15% | 0% | 6.0% | x
CC1CCN(S(=O)(=O)c2ccc3c(c2)CCN3C(=O)Nc2ccc(Br)cc2)CC1 | 24% | x | -7% | x | 6% | 23% | u | 0.5% | x
COc1cc2c(cc1OC)n(Cc1cccc(C(F)(F)F)c1)c(=O)n1nc(-c3ccccc3)nc21 | 3% | 1% | -3% | -6% | -5% | 5% | -28% | 8.6% | 1%
O=S(=O)(Nc1nc2ccccc2nc1Cl)c1ccc(Cl)cc1 | -2%[57.1 µM] | u | -46% | 3% | -19% | -11%[57.1 µM] | u | 14% | -10%
C[C@H](CO)N1C[C@H](C)[C@@H](CN(C)C(=O)Oc2ccccc2)OCc2cn(nn2)CCCC1=O | x | -1% | x | -5% | 2% | x | -2% | x | 0%
CS(=O)(=O)c1nc(S(=O)(=O)c2ccc(Cl)cc2)c(NCCN2CCOCC2)s1 | 1% | 3% | -33%[56.9 µM] | 4% | -25% | u | -8% | 3.7% | 0%
CC1CC(=O)Nc2ccccc2N1C(=O)Cn1cnc2ccccc2c1=O (configuration not stated) | 0% | 4% | 12% | -3% | -20% | 20% | 116%[activator] | 0.4% | -1%
O=C1NC2=C(C(=O)CCC2)C(c2ccc3ncccc3c2)N1 (configuration not stated) | 11% | -3% | -9% | -1% | -8% | 33% | -11% | 15% | 0%
CC(Oc1ccc2c(c1)c1ccnc3c4ccccc4c(=O)n2c13)C(=O)NCCN1CCOCC1 (configuration not stated) | 53%[activator] | 1% | -16% | 1% | 0% | -7% | 32%[activator] | 21% | 5%
O=C(NCc1ccccc1)c1onc(CSc2ccc(F)c(F)c2)c1C(=O)NCc1ccccc1 | 8%[57.1 µM] | -4% | -10% | -7% | -26% | 21%[57.1 µM] | 1% | x | -3%
CC(C)(C)NC(=O)NC(=O)COc1ccc(Br)cc1Br | -11% | -3% | -2% | 0% | -23% | 1% | -15% | 2.6% | -16%
NS(=O)(=O)c1ccc(CCNC(=O)C(=O)c2c[nH]c3ccccc23)cc1 | -9% | 18% | -2% | 2% | -3% | 9%[57.1 µM] | -1% | -1.8% | -1%
COc1cc(OC)c(NS(=O)(=O)c2ccc3oc(=O)c4ncn(C)c4c3c2)cc1Cl | 0% | 0% | 3% | 32% | -8% | 4% | -7% | 3.3% | u
Cc1ccc2c(Cl)c(C(=O)Nc3cc(C)on3)sc2c1 | -3% | -1% | -13% | -5% | -9% | 8% | 2% | 18% | 3%
CCOC(=O)c1c(NC(=O)C(=O)N/N=C/c2ccccc2OC)sc2c1CCCCC2 | 8% | 9% | -8% | -1% | -15% | 0% | 26% | 1.4% | 1%
COc1cc2c(cc1OC)C(c1cccc([N+](=O)[O-])c1)N(C(=O)c1ccc(F)cc1)CC2 (configuration not stated) | 7% | x | -10% | 1% | -23% | 11% | 212%[activator] | 3.3% | -13%
COc1ccc(C(=O)NC2CC2)cc1OC1CCN(Cc2ccc(F)c(F)c2)CC1 | 2% | -9% | 2% | -7% | -25% | 22% | 3% | -0.2% | 2%
CC(Oc1ccc(Cl)cc1)C(=O)Nc1nccs1 (configuration not stated) | -1% | 0% | 11% | 7% | -18% | -2% | -25% | -1.9% | -8%
O=c1c2ccccc2cnn1CCOc1ccccc1 | -3% | 0% | 5% | 10% | -11% | -1% | 12% | 3.8% | 2%
Cc1cc(NC(=O)COc2ccc(Cl)cc2Cl)n(-c2ccccc2)n1 | 1% | -2% | -10% | 0% | -17% | 15% | 416%[activator] | -1.6% | -2%
COc1ccccc1CNCC(O)(c1ccc(Cl)cc1)c1ccc(Cl)cc1 | 4%[57.1 µM] | u | -9% | 2% | -9% | 3%[57.1 µM] | -39% | -1.7% | -5%
CCCN1C(=O)c2[nH]nc(-c3ccccc3O)c2C1c1ccc(OCc2ccccc2)c(OC)c1 (configuration not stated) | -2% | -9% | 4% | -26% | u | 7% | 5% | 1.5% | -3%
Cc1c(C(=O)N2CCCC2)c(S(=O)(=O)Nc2ccccc2)c(C)n1C | 9% | 3% | -6%[11.4 µM] | 2% | -9% | 12% | -24% | -1.8% | 0%
CCN(C(=O)C(C)Sc1ccc(S(=O)(=O)N2CCOCC2)cn1)c1ccccc1 (configuration not stated) | 0% | -1% | -11% | -5% | -3% | 4% | u | -0.6% | -2%
COc1ccc(NC(C)=O)cc1NC(C)C(=O)Nc1ccccc1F (configuration not stated) | -2% | -7% | -28% | 0% | -21% | -1% | 48%[activator] | -0.2% | 5%
COCCCn1c(-c2ccccc2Cl)n[nH]c1=S | -3% | x | -8% | 13% | -8% | -24% | u | 2.3% | -1%
O=C(O)c1ccc(NC(=O)c2ccccc2NC(=O)c2ccccc2Br)cc1 | -6% | -29% | 6% | 6% | 2% | -8% | -25% | 1.9% | 0%
Cc1ccc(C2=NCCn3nc4cc([N+](=O)[O-])ccc4c32)cc1 | -1% | 0% | -22% | 5% | -13% | u | u | -0.5% | -9%
O=C(Cc1c(F)cccc1Cl)NCCc1c[nH]c2ccccc12 | -6% | 8% | 9% | 0% | -24% | 2% | 16% | 1.1% | 4%

Complete entries from above:
Results for CC(C)(C)NC(=O)NC(=O)COc1ccc(Br)cc1Br = TrxR1 substrate: -11%; Vif-APOBEC3F blk: -3%; RGS4 inh: -2%; mIDH1 inhibitor: 0%; USP1-UAF1 inh: -23%; rTrxR1 inhibitor: 1%; 12-LOX inh: -15%; RXFP1 agonist: 2.6%; Vif-A3G inh: -16%
Results for CCCN1C(=O)c2[nH]nc(-c3ccccc3O)c2C1c1ccc(OCc2ccccc2)c(OC)c1 (configuration not stated) = TrxR1 substrate: -2%; Vif-APOBEC3F blk: -9%; RGS4 inh: 4%; mIDH1 inhibitor: -26%; USP1-UAF1 inh: u; rTrxR1 inhibitor: 7%; 12-LOX inh: 5%; RXFP1 agonist: 1.5%; Vif-A3G inh: -3%

The list is partial. The share of hits here may be higher or lower than overall.
